# SV40 large T antigen – SV40 large T antigen inhibitors, biochemical (AID 1903); SV40 large T antigen ATPase/helicase inhibition assay; higher % means a stronger effect; inhibition, % at 20 µM, or IC50 in µM where a hit was titrated; hit rate 0.39% among 310,000; in the data active = a potency from the dose series; inconclusive = inhibition mostly from about 32% at the one dose, without a potency; inactive = the rest, 99 in 100 with inhibition below about 32%; also: strong numbers were not always called active
# RSV CPE inhibition – inhibition of RSV-induced cytopathic effect – HEp-2 cells, primary 10 µM value included (AID 2391) | hit rate 0.13% among 310,000 | HEp-2 cells, RSV-induced CPE inhibition; higher % means a stronger effect | CPE inhibition, % at 10 µM, or IC50 in µM where a hit was titrated; in the data active = a potency from the dose series; inconclusive = CPE inhibition mostly from about 23% at the one dose, without a potency; inactive = the rest, 99 in 100 with CPE inhibition below about 21%; also: strong numbers were not always called active
# Dengue-2 NS5 capping – flavivirus cap methylation enzyme inhibition – biochemical, confirmation dose response, primary screen (AID 588689); hit rate 0.3% among 340,000; one-dose inhibition, % at 25 µM; IC50 in µM for titrated hits; Dengue-2 NS5 methyltransferase capping enzyme assay, biochemical; higher % means a stronger effect; in the data active = a potency from the dose series; inconclusive = inhibition above about 29% without an active follow-up result
# XIAP antagonists – XIAP antagonists, biochemical, IAP family, fluorescence polarization (AID 1018); one-dose displacement, % at 20 µM; IC50 in µM for titrated hits; hit rate 0.007% among 200,000; XIAP BIR domain, fluorescence polarization peptide displacement; higher % means a stronger effect; in the data active = displacement above about 50%; also: a part of the inactive calls stands beside numbers as strong as those of hits
# West Nile virus CPE – inhibition of WNV-induced cytopathic effect – cell-based, CPE readout (AID 1621). West Nile virus-infected cells, CPE inhibition; higher % means a stronger effect. one-dose CPE inhibition, % at 10 µM; IC50 in µM for titrated hits. hit rate 0.02% among 290,000; in the data active = a potency from the dose series; inconclusive = CPE inhibition mostly from about 3.7% at the one dose, without a potency; inactive = the rest, 99 in 100 with CPE inhibition below about 2.2%; also: strong numbers were not always called active
# Yfh1-off respiration – enhancers of respiration in Yfh1-depleted yeast, dose response, Friedreich's ataxia, plus single-dose screen (AID 1465); fold induction at 50 µM, or EC50 in µM where a hit was titrated; hit rate 0.074% among 220,000; S. cerevisiae Yfh1-off respiration, WST-1 reduction, 72 h; higher fold induction means a stronger effect;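 active = fold induction of absorbance versus untreated yeast above a set limit, then at least 30% activation at any dose in follow-up; inconclusive = repeats straddling the limit, or above it without dose testing; inactive = fold induction below the set limit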;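 also: activators that raise dye reduction in frataxin-depleted yeast; strong numbers were not always called active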
# ER stress rescue – rescue of cells from ER stress-induced death, primary screen, 384-well, CSM14.1, thapsigargin, ATP luminescence (AID 1222) | CSM14.1 thapsigargin-induced death rescue, ATP luminescence; higher % means a stronger effect | cellular ATP content (survival), % at 20 µM; hits with a dose series show EC50 in µM | 190,000 tested, under 10 active;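 active = EC50 below 50 µM in the dose-response confirmation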;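 also: death triggered by thapsigargin at about 15 µM added after 2 h compound pretreatment; cell ATP read after overnight thapsigargin exposure of roughly 18 to 22 hours; normalized against plate controls of thapsigargin alone and 5% DMSO vehicle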
# WT yeast gro inh – growth inhibition of WT yeast, mitochondrial fusion screen; mitochondrial fusion phenotypic screen, WT strain; inhibition, % at 10 µM; hit rate 2.1% among 190,000; AID 1362; in the data active = inhibition above about 58%; tested in S. cerevisiae
# UTI89 phage lysis – protection from phage-mediated lysis, alamar blue read-out – E. coli UTI89, K1F phage, bacterial capsule biogenesis inhibitors (AID 488966) | E. coli UTI89 K1F phage lysis, alamar blue, 2 h; higher % means a stronger effect | hit rate 0.02% among 340,000 | inhibition, % at 100 µM, or IC50 in µM where a hit was titrated;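 active = phage lysis inhibition, versus mean bacterial control, above a set limit; inconclusive = no clear call, values can overlap the other calls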;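 also: capsule biogenesis inhibitors block K1F phage lysis so surviving cells raise fluorescence; higher fluorescence means more inhibition of phage lysis; actives were called in the ten point dose series up to 300 µM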
# WT yeast gro inh mutant strain – further read-out of WT yeast gro inh, marked with its call; inhibition, %; mitochondrial fusion phenotypic screen, mutant strain inhibition
# Dengue-2 NS5 capping pilot replicate – second read-out of Dengue-2 NS5 capping, no call of its own (marks repeat the call); inhibition, %; measured here: pilot screen replicate inhibition
# The depositor's hits bear a star; i = inactive; ? = inconclusive; nt = no result given; & = joins results of further samples; [ ] = another dose, or the depositor's remark.
SMILES,SV40 large T antigen,RSV CPE inhibition,Dengue-2 NS5 capping,XIAP antagonists,West Nile virus CPE,Yfh1-off respiration,ER stress rescue,WT yeast gro inh,WT yeast gro inh mutant strain,UTI89 phage lysis,others
CCOc1ccc(CCNC(=O)C2CCCN(c3nn4c(=O)cc(C)nc4s3)C2)cc1 (stereo not drawn),-3%,-1.2%,5%,1.9%,-0.2%,i,-1.6%,5,13,0.7%,
O=C(CN1C(=O)NC2(CCCC2)C1=O)Nc1ccccc1C(F)(F)F,4%,0.9%,-12%,nt,0.2%,nt,nt,nt,nt,-0.1%,
O=C(/C=C/c1cccc([N+](=O)[O-])c1)NCCSc1ccccc1,-10%,0.9%,1%,1.1%,-0.1%,i,-1.1%,5,-13,-0.4%,
Cc1ccc(C)c(-n2c(-c3csc(C)c3)n[nH]c2=S)c1,18%,-0.1%,2%,-4.9%,0.7%,i,-0.3%,26,29,1.8%,
CCNC(=S)NNC(=O)Cc1ccccc1,6%,0.1%,-4%,-3.1%,1.8%,i,-1.0%,-44,-4,0.1%,
Cc1ccc(N(Cc2ccccc2)C(=O)c2cc(S(=O)(=O)N3CCOCC3)ccc2N2CCCC2)cc1,19%,3.1%,4%,nt,nt,nt,nt,nt,nt,0.6%[50 µM],
Nc1nc(SCC(=O)Nc2ccccc2C(F)(F)F)[nH]c(=O)c1-c1ccccc1,1%,2.2%,-10%,-3.3%,0.7%,i,-1.2%,1,-11,0.0%,
COc1ccc(S(=O)(=O)N2CCC(C(=O)Nc3c(F)cccc3F)CC2)cc1,-1%&11%,2.1%,-2%,-4.8%,1.1%,i,nt,9,-6,-1.2%,
Cc1cc2c(c(=O)n1Cc1cccnc1)C(c1ccccc1)C(C#N)=C(N)O2 (stereo not drawn),nt,2.5%,-18%,-19%,0.0%,i,-2.7%,7,-18,0.7%,
Cc1c(C(=O)N(Cc2ccc(F)cc2)C2CCS(=O)(=O)C2)oc2ccccc12 (stereo not drawn),10%,1.5%,-4%,nt,-0.1%,nt,nt,nt,nt,0.5%,
OCC[C@H]1C[C@H](O)[C@@H](O)[C@@]2(CCCCO2)O1,7%,1.1%,0%,-5.2%,0.1%,i,3.4%,-10,-7,0.1%,
COc1ccc2cnn(CCOc3ccccc3)c(=O)c2c1OC,-1%,0.2%,nt,-2.9%,-0.1%,i,-2.0%,4,12,0.7%,
O=C1C=C(N2CCCCCC2)C2(CCCCC2)O1,-6%,1.9%,9%,1.1%,-0.4%,i,-0.3%,-6,3,1.6%,
Oc1c(C(c2ccccn2)N2CCC(Cc3ccccc3)CC2)cc(Cl)c2cccnc12 (stereo not drawn),8%,4.8%,nt,-5.6%,-1.1%,i,0.2%,17,-17,nt,
NNC(=O)c1ccccc1OCc1ccccc1,3%,2.0%,2%,nt,-0.1%,i,nt,nt,nt,-2.0%,
COc1cc(S(=O)(=O)NCCCn2ccnc2)ccc1F,9%,0.4%,4%,nt,-0.7%,nt,nt,nt,nt,-0.9%,
CCCCCC(=O)NNC(=S)NC(=O)c1ccccc1[N+](=O)[O-],13%,-1.9%,0%,-11%,-0.9%,i,2.6%,-31,-24,-0.1%,
CN(C)CCCN(C(=O)c1ccc2c(c1)OCCO2)c1nc2ccc(Cl)cc2s1,4%,-0.4%,-7%,nt,13%,nt,nt,nt,nt,1.2%[50 µM],
CCC(=O)n1nc(-c2ccccc2)nc1N,10%,nt,2%,-2.4%,-0.1%,i,-0.6%,-6,-7,0.9%,
CCCCNC(=O)C1CCCNC1=O (stereo not drawn),5%,0.4%,-7%,0.1%,0.1%,i,-1.0%,0,3,-2.3%,
COc1cccc(C=Nc2ccccc2C(=O)Nc2nccs2)c1OC,7%,0.6%,-5%,-9.3%,0.0%,i,-1.0%,1,-2,0.4%,
CCC(C)NCCCOc1c(C)cc(C)cc1Br (stereo not drawn),18%,0.4%,3%,7.5%,-0.9%,i,-0.1%,10,21,7.3%,
O=C(Nc1ccc2oc(-c3ccc(Cl)c(Cl)c3)nc2c1)c1ncn[nH]1,-1%,-1.0%,0%,-4.5%,?,i,0.2%,-11,-30,0.8%,
Cc1ccc(C(=O)Nc2ccccc2C(=O)O)cc1S(=O)(=O)Nc1ccc(Br)cc1,16%,1.6%,50µM*,nt,nt,nt,nt,nt,nt,1.2%,
CC(C)C1N=C2c3ccccc3N=C(SCC(=O)NCCc3ccc(S(N)(=O)=O)cc3)N2C1=O (stereo not drawn),1%,1.2%,2%,-4.6%,0.2%,i,nt,11,6,-0.3%,
COc1ccc(OC)c2[nH]c(=O)c(CCNS(=O)(=O)c3ccc(F)cc3)cc12,11%,1.7%,0%,nt,-0.4%,nt,nt,nt,nt,0.6%,
CC1Cc2ccccc2N1S(=O)(=O)c1cnc[nH]1 (stereo not drawn),18%,1.4%,-2%,-3.4%,0.4%,i,-2.9%,-1,-1,-2.3%,
CCN(CC)c1ccc(NC(=O)Cn2cc3c(n2)CCC(C)C3)c(C)c1 (stereo not drawn),21%,-0.9%,-8%,5.6%,-0.8%,i,nt,7,4,-5.7%,
N=c1ccn2c(n1)OC1C(O)C(CO)OC12 (stereo not drawn),3%,-2.8%,0%,nt,0.8%,i,nt,nt,nt,0.3%,
COc1ccccc1CNC(=O)C1CCCN1S(=O)(=O)c1cccc2cccnc12 (stereo not drawn),2%,19µM*,-9%,-7.5%,-0.8%,i,1.8%,9,15,-0.9%,
COc1ccc(C(=O)NCc2ccc(C(=O)NCC(OC)OC)cc2)cc1OC,22%,-0.6%,-2%,-3.3%,0.4%,i,0.5%,-5,4,0.4%,
COc1cc(C(=O)NNC(=O)c2cccn2C)cc(OC)c1OC,11%,-2.4%,5%,nt,nt,nt,nt,nt,nt,0.7%[50 µM],
O=C(O)C1C2C=CC(C2)C1C(=O)NCc1ccccn1 (stereo not drawn),7%,2.6%,nt,-4.9%,0.0%,i,-0.6%,-33,-10,nt,
COc1ccccc1CN=C1NC(=O)C(CC(=O)Nc2ccc(C(C)=O)cc2)S1 (stereo not drawn),4%,-1.0%,-4%,nt,0.2%,i,nt,nt,nt,-0.3%,
O=C(NCc1ccco1)C(=O)NCC1OCCCN1S(=O)(=O)c1ccccc1 (stereo not drawn),6%,5.1%,-4%,-12%,0.2%,i,-2.1%,-16,-19,2.6%,
COCCN(C(=O)COc1ccccc1)c1nnc(-c2cccnc2)s1,1%,1.9%,-2%,-6.4%,0.4%,i,-1.2%,-5,4,0.8%,
O=C(COc1coc(CN2CCCc3ccccc32)cc1=O)Nc1ccc([N+](=O)[O-])cc1,10%,0.3%,10%,nt,nt,nt,nt,nt,nt,1.3%[50 µM],
Nn1c(SCC(=O)N2CCCCC2)nnc1-c1ccncc1,5%,0.1%,4%,-4.5%,0.0%,i,-2.6%,5,17,0.3%,
CC(C)[C@H](NC(=O)N1CCn2c1nc1ccccc12)C(=O)NC1CC1,10%,7.2%,1%,nt,-0.3%,nt,nt,nt,nt,0.4%,
COc1cc(C2C(C#N)=C(N)Oc3c2c(-c2ccccc2)nn3-c2ccccc2)cc(OC)c1OC (stereo not drawn),20%,5.5%,9%,-5.8%,-0.8%,i,-1.9%,-4,6,3.7%[50 µM],
CCOC(=O)Cc1csc(NC(=O)CSc2nc(=O)[nH]c3c2CCCC3)n1,9%,2.6%,-4%,nt,nt,nt,nt,nt,nt,1.6%[50 µM],
Cc1nn(CCCC(=O)NCCc2ccccc2)c(=O)c2nccn12,-7%,-0.1%,0%,nt,1.4%,nt,nt,nt,nt,0.1%,
Cc1cc(C)nc(SCc2ccc(C(=O)NNC(=O)Nc3cccc(Cl)c3)cc2)n1,5%,-1.4%,-15%,-6.9%,1.4%,i,-1.6%,22,-8,-1.1%,
CCOc1ccc(Cl)cc1CNCCCSc1ncccn1,18%,-0.8%,0%,nt,-0.8%,nt,nt,nt,nt,0.2%,Dengue-2 NS5 capping pilot replicate=-6.7
CC(NC(=O)OCc1ccccc1)C(=O)NCC(=O)NC(Cc1ccc(OC(C)(C)C)cc1)C(=O)OC(C)(C)C (stereo not drawn),-1%,5.9%,-6%,-3.2%,-0.6%,i,0.0%,0,1,-0.4%[50 µM],
COc1ccc(OC)c(-c2cc(C(=O)Nc3c(C)nn(Cc4ccccc4C)c3C)no2)c1,9%,9.3%,-9%,-3.0%,2.4%,i,4.4%,6,-6,-0.7%,
CN(C)CCNC(C(=O)Nc1cc(Cl)cc(Cl)c1)c1ccccc1 (stereo not drawn),12%,-2.4%,-7%,-1.6%,?,i,-1.9%,3,5,0.5%,
O=C1NCCCC2c3cc(O)c4ccccc4c3OC12N1CCCCC1 (stereo not drawn),21%,-2.4%,nt,-3.6%,-0.7%,i,0.5%,5,6,nt,
CC(CCn1cccn1)NC(=O)CCc1nnc(CCc2ccccc2)o1 (stereo not drawn),4%,2.4%,-6%,-3.4%,0.5%,i,0.3%,2,1,0.0%,
CCn1cc(C(=O)NCCCN2CCCC(C)C2)c(=O)c2cc(S(=O)(=O)N3CCOCC3)ccc21 (stereo not drawn),-1%,-1.1%,7%,nt,-0.3%,nt,nt,nt,nt,-0.4%,

# The list goes on.
SMILES,SV40 large T antigen,RSV CPE inhibition,Dengue-2 NS5 capping,XIAP antagonists,West Nile virus CPE,Yfh1-off respiration,ER stress rescue,WT yeast gro inh,WT yeast gro inh mutant strain,UTI89 phage lysis,others
Cc1cnc(C(=O)OC(C)C(=O)Nc2ccc3c(c2)OCCO3)cn1 (stereo not drawn),9%,0.9%,0%,nt,0.4%,nt,nt,nt,nt,0.1%,
COc1ccc(OC)c(S(=O)(=O)N2CCC(C(=O)NCCC3=CCCCC3)CC2)c1,3%,0.1%,-5%,-2.3%,-0.1%,i,-2.1%,23,7,0.0%,
CC(C)c1ccc(OCC(=O)NCc2ccccc2)cc1,4%,-0.1%,-8%,nt,-0.2%,nt,nt,nt,nt,1.2%,
CC(C)CCNc1nc(N)c([N+](=O)[O-])c(NCC2CCCO2)n1 (stereo not drawn),5%,7.1%,4%,-3.5%,0.0%,i,0.5%,7,-15,1.0%[50 µM],
Cc1ccc(NC(=O)c2noc3c2CCCCC3)cc1C,-6%,0.9%,0%,-4.3%,nt,nt,-0.1%,-1,-5,-1.2%,
COc1ccc(NC(=O)Nc2nnc(-c3ccccc3F)s2)cc1,5%,0.0%,-7%,-5.2%,0.5%,i,-0.6%,-9,4,-0.6%,
Cc1cc2n(n1)SC(Nc1ccc(F)c(Cl)c1)N2 (stereo not drawn),10%,2.2%,-10%,-12%,0.6%,i,-0.4%,43,15,2.7%,Dengue-2 NS5 capping pilot replicate=-6.5
CC1CCN(S(=O)(=O)CCNC(=O)c2ccccc2)CC1,5%,-2.2%,-7%,nt,nt,nt,nt,nt,nt,-0.4%,

# High-throughput results from PubChem BioAssay.
